Bioassay records (PubChem BioAssay)
APE1 inh: blocks human APE1 abasic DNA cleavage; 350,000 tested, 0.35% active; P27695; AID 2517; recombinant APE1, TAMRA/BHQ-2 abasic DNA cleavage fluorescence; Potency, µM (doses to about 65.8 µM), without a hit: top-dose activity change, negative = inhibition, actives largely listed as inhibitors;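 further: potency means the concentration at half of the fitted maximal effect; plate controls were vehicle for no effect and reference inhibitor for full effect; nearly all actives have a fitted effect of over 55% in size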
Target sequence (P27695 whole entry, looked up): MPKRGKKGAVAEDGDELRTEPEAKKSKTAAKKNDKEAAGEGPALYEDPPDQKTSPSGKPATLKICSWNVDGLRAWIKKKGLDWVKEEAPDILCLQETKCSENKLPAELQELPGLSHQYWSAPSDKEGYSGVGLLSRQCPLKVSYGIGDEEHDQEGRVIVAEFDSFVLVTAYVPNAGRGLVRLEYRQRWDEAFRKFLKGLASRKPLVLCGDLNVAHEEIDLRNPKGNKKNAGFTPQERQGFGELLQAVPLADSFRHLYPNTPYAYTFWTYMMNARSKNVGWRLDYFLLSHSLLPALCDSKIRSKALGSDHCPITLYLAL
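Enzyme (0.75 nM final) and test compound are incubated 15 min at room temperature before adding 50 nM quenched THF abasic-site duplex. Cleavage dequenches TAMRA, followed at 525/598 nm over three reads one minute apart.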
Apoferritin bind: candidate novel general anesthetic via apoferritin binding. P02791. apoferritin/1-aminoanthracene competitive binding, fluorescence. Potency, µM (titrated, usually from 77.5 µM), for the others: top-dose activity change, negative = displacement, hits mostly inhibitors. 350,000 tested, 0.074% active. AID 485281; further: potency means the concentration at half of the fitted maximal effect; on the % scale 0 is the no-effect control and ±100 the full control effect; nearly all actives have a fitted effect of over 20% in size
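Horse-spleen apoferritin (10 uM) in 50% saturated 1-aminoanthracene in PBS was incubated 10 min at room temperature with compound. Fluorescence (ex 380, em 535 nm) was normalized to free and bound 1-AMA, with concentration-response fitted by a four-parameter Hill equation.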
ALOX12 inh: blocks human arachidonate 12S-lipoxygenase; P18054; purified 12hLO, xylenol orange hydroperoxide absorbance; Potency, µM (doses to about 108 µM), for the others: top-dose activity change, negative = inhibition, actives largely listed as inhibitors; 580,000 tested, 1.1% active; further: potency means the concentration at half of the fitted maximal effect; on the % scale 0 is the no-effect control and ±100 the full control effect
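Hydroperoxide product was detected by ferrous iron/xylenol orange as the 573 to 405 nm absorbance ratio. Arachidonic acid at 40 uM (final) was turned over for 30 min at room temperature by 150 nM human 12hLO, pH 7.0 Hepes buffer, after 15 min compound preincubation.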
LDHA inh: LDHA (human) enzyme inhibition. purified LDHA, NADH/diaphorase-resazurin fluorescence; active compounds read low. activity change, % (values are at about 110 or 230 µM). 480,000 tested, 0.15% active. P00338; in the data active means activity change below about -30%; inconclusive means mostly about -25% to -30%;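 further: plate controls were DMSO wells for no effect and wells without enzyme for full effect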
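Human LDH5 (2 nM) was incubated with 0.06 mM NADH and 0.2 mM pyruvate for 5 min at room temperature in Tris pH 7.4. Remaining NADH was coupled through diaphorase/resazurin, and resorufin fluorescence was read at 0 and 20 min.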
Pol beta inh: blocks human DNA polymerase beta activity. P06746. Pol beta primer extension/strand displacement, fluorescence kinetic. Potency, µM (doses to about 114 µM), for the others: at the top dose activity change, negative = inhibition, actives largely listed as inhibitors. 340,000 tested, 1.3% active; further: potency means the concentration at half of the fitted maximal effect; on the % scale 0 is the no-effect control and ±100 the full control effect
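Values derive from four-parameter Hill fits of normalized kinetic data: reads at 0 and 10 min following addition of 50 nM substrate to 10 nM Pol beta preincubated 15 min with compound.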
RGS4 inh: inhibitors of human regulator of G protein signaling 4; P49798; Transcreener GDP fluorescence polarization, RGS4-accelerated GTP hydrolysis; Potency, µM (highest dose often 114 µM), for inactives: at the top dose activity change, negative = inhibition, hits mostly inhibitors; 390,000 tested, 0.039% active; AID 504845; further: potency means the concentration at half of the fitted maximal effect; on the % scale 0 is the no-effect control and ±100 the full control effect; nearly all actives have a fitted effect of over 75% in size; some results filed as inactive show a strong effect at the top dose
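MLSMR compounds (23 nl, pin-transferred) preincubated 10 min at room temperature with a 500nM (2x) first reagent, then RGS4 at 900nM (2x) plus Transcreener GDP mix added; fluorescence polarization (620/688 nm) read before and after 90 min at 30 °C.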
Pol kappa inh: inhibitors of human DNA polymerase kappa; Q9UBT6; AID 588579; purified Pol kappa, fluorescent DNA synthesis assay, 10 min; Potency, µM (doses to about 107 µM), inactives show top-dose activity, negative = inhibition, hits mostly inhibitors; 400,000 tested, 0.53% active; further: potency means the concentration at half of the fitted maximal effect; on the % scale 0 is the no-effect control and ±100 the full control effect
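Readout: fluorescence, taken kinetically at 0 and 10 min. Conditions: 10 nM Pol kappa, 15 min RT compound preincubation, 50 nM substrate final. Controls: enzyme-free buffer wells.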
Pol eta inh: blocks human DNA polymerase eta activity. recombinant Pol eta, fluorescent DNA replication assay. Potency, µM (doses to about 114 µM), for inactives: at the top dose activity change, negative = inhibition, actives largely listed as inhibitors. 390,000 tested, 1.2% active. AID 588591; further: potency means the concentration at half of the fitted maximal effect; on the % scale 0 is the no-effect control and ±100 the full control effect
Target sequence (Q9Y253 whole entry, looked up): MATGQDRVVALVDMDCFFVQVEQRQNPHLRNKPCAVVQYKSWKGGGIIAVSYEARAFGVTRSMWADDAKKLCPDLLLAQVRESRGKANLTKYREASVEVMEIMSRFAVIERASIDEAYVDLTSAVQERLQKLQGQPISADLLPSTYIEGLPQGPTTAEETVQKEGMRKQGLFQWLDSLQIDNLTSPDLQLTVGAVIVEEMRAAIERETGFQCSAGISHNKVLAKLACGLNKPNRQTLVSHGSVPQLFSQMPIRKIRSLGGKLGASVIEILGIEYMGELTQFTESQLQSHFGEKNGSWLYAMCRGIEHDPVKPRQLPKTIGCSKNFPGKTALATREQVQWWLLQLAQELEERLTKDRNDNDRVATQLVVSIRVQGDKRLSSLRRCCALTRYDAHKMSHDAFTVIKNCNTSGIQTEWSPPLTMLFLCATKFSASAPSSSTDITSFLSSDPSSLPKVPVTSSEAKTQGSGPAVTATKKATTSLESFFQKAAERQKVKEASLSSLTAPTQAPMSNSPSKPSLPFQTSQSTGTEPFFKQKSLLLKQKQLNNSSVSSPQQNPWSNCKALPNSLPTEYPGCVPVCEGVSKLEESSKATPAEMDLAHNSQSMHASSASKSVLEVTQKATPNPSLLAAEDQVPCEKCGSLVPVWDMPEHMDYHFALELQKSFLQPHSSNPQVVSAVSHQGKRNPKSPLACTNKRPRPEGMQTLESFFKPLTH
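Pol eta at 10 nM preincubated with compounds 15 min at room temperature; reaction started with fluorescent substrate (50 nM final) and read kinetically at 0 and 10 min.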
ERG-DNA inh: inhibitors of human ERG Ets domain-DNA interaction; 370,000 tested, 0.028% active; Potency, µM (titrated, usually from 76.9 µM), without a hit: top-dose FP activity, negative = inhibition, actives largely listed as inhibitors; P11308; fluorescence polarization, His-ERG Ets domain / labelled DNA; active means well fitted inhibition curve with a large enough effect in the polarisation, with a control signal flat; inconclusive means small, poorly fitted or top-dose-only effect, or effect the other way, or a change in a side signal; inactive means no such curve, though single readings can be large or run the other way; the % refers to the polarisation;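 further: polarization taken with two DNA probes labelled with fluorescein and Texas red; potency means the concentration at half of the fitted maximal effect; % of control where 0% means no effect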
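His-tagged ERG Ets domain (1 uM in the protein solution; 300mM KCl, 50mM Tris-HCl, 1mM EDTA, 1mM DTT, pH 7.5) received compound, then a probe mix of 5 nM fluorescein-DNA and 100nM Texas-615-DNA. Fluorescence polarization was read for both dyes.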
* hit, by the source's call; ? = inconclusive; · = no result given; & = joins results of further samples; [ ] = remark or other dose. Unless noted, the call rests on the fitted dose curve; in most records, active means well fitted curve in the direction sought with a large enough effect; inconclusive means small, poorly fitted or top-dose-only effect, or another doubt; inactive means no such curve, though single readings can be large; an effect the other way counts as inactive or inconclusive. This is a subset; the hit share may differ from the screen's.

The line under a structure holds: APE1 inh, Apoferritin bind, ALOX12 inh, LDHA inh, Pol beta inh, RGS4 inh, Pol kappa inh, Pol eta inh, ERG-DNA inh
- CN(C)S(=O)(=O)c1cccc(NC(=O)COc2cccc(C#N)c2)c1
 : -0.7%, 7.6%, 0.1%, -1.5, 32.3%, 13.1%, -0.6%, 1.4%, 6.1%
- CN1CCN(c2ccc(S(=O)(=O)N3CCCCC3)cc2NC(=O)COc2cccc(Cl)c2)CC1
 : -15.1%, ·, ?, -6.9, ·, -11.5%, -19.1%, -19.9%, -1.0%
- OC[C@H]1NC[C@@H](O)[C@@H]1O
 : 22.5%&1.0%, ·, -0.5%&-3.9%, -2.2, 11.2%[57.1 µM], -5.7%[56.9 µM], -5.0%[60.1 µM], -8.6%, 17.6%
- Cc1ccc(C)c(C(=O)NC(C)CCc2ccccc2)c1 (centres undefined)
 : -0.7%, -5.7%, ?, -11.9, ?, 15.3%, -4.0%, 10.8%, -19.7%
- CCOC(=O)CSC1=C(C#N)C(=O)NC(c2ccc(OC)cc2)S1 (centres undefined)
 : 1.3%, -15.4%, ?, -0.9, -0.8%, ?, -8.9%, -3.9%, -1.7%
- COc1cccc(CNC(=O)c2nnn(CC(=O)Nc3ccc(Br)cc3)c2N)c1
 : 13.8%, ?, -16.3%, -4.7, ?, ?, -17.6%, -3.3%, 22.2%
- COc1ccc(Nc2nc(N)nc(CN3CCC(Cc4ccccc4)CC3)n2)cc1
 : -10.8%, -14.3%, 26.1%, -1.3, -15.8%, 1.6%, -12.3%, ?, 0.7%
- CCC/C(=C1/c2ccccc2C(=O)N1c1ccccc1)c1ccc2c(c1)OCCO2
 : 44.3%, ·, -1.2%, 0.4, ·, -5.1%, 7.9%, -24.3%, 4.7%
- CC1=CC(=O)C(C(C)=Nc2ccccc2[N+](=O)[O-])C(=O)O1 (centres undefined)
 : ·, ·, -13.8%, -2.9, ·, -3.2%, -6.7%, -4.4%, 2.9%
- CSCCC1NC(=S)N(Cc2ccccc2)C1=O (centres undefined)
 : 44.4%, -7.7%, ?, -8.0, -25.2%, 38.0%, 11.9%, -8.8%, -0.8%
- O=S1(=O)N=C(N2CCN(Cc3ccccc3)CC2)c2ccccc21
 : -6.5%, -12.7%, 2.7%, -1.7, 2.1%, -5.1%[11.4 µM], -10.0%, -20.6%, -2.8%
- OC(c1nc2ccc(F)cc2[nH]1)C(O)c1nc2ccc(F)cc2[nH]1 (centres undefined)
 : ?, 1.2%, 0.0%, 0.8, 54.8%, 5.6%, -6.2%, 0.1%, 0.4%
- COc1cc(OC)cc(C(=O)NNC(=S)NCc2ccco2)c1
 : 1.2%, -8.9%, 0.2%, -5.2, 4.6%, -8.1%, 1.7%, 1.5%, -6.9%
- CCCCN1CC(COCc2ccccc2)Oc2cccc(NCc3ccc(OC)cc3)c2S1(=O)=O (centres undefined)
 : ·, ·, 15.3%, -1.8, ·, 7.0%, -9.6%, -6.9%, 10.4%
- CCOC(=O)NC1(Nc2cccc(Cl)c2)Oc2ccccc2O1
 : 10.3%, -1.1%, 44.7µM*, 29.7, 4.2%, -50.9%, ?, -11.2%, 6.0%
- CC(C)CC(=O)N1CCN(Cc2ccc3ccccc3c2)CC1
 : -5.8%, -5.4%, ?, -12.1, 6.2%, -13.8%, -11.8%, -6.3%, 7.7%
- CN(O)/C=C/C(=O)c1ccc(Br)cc1
 : 1.2%, -19.8%, ?, 1.6, 19.8%, ?, -3.5%, -21.4%, 2.8%
- CCCCN(CC)CCNC(=O)CN1C(=O)COc2ccc(S(=O)(=O)N3CCCC3)cc21
 : 7.7%, -3.5%&3.1%, 0.0%&0.1%, 0.7&-9.4, -1.6%&14.6%, 6.6%&3.3%, 2.6%&-1.6%, -9.4%&-5.5%, -1.2%&-8.9%
- O=C(CNC(=O)c1ccncc1)Nc1ccc(F)c(F)c1
 : 17.1%, -5.6%, -3.1%, -3.0, 10.1%, 15.1%, -11.6%, -2.3%, -9.7%
- Cc1cccc(C)c1NC(=O)CNC(=O)c1c(C)nn(C)c1Cl
 : -5.6%, -0.6%, -15.4%, -2.8, 2.9%, -6.1%, 0.0%, -15.1%, -17.7%

The final 2 compounds of the part before lead into the next:
The line under a structure holds: APE1 inh, Apoferritin bind, ALOX12 inh, LDHA inh, Pol beta inh, RGS4 inh, Pol kappa inh, Pol eta inh, ERG-DNA inh
- O=C(CNC(=O)c1ccncc1)Nc1ccc(F)c(F)c1
 : 17.1%, -5.6%, -3.1%, -3.0, 10.1%, 15.1%, -11.6%, -2.3%, -9.7%
- Cc1cccc(C)c1NC(=O)CNC(=O)c1c(C)nn(C)c1Cl
 : -5.6%, -0.6%, -15.4%, -2.8, 2.9%, -6.1%, 0.0%, -15.1%, -17.7%
- CC1CN(S(=O)(=O)c2cccc(C(=O)NCc3ccc4c(c3)OCO4)c2)CC(C)O1 (centres undefined)
 : -2.0%, ?, ?, -9.6, 19.5%, -12.1%, -12.3%, 6.8%, -3.9%
- N#Cc1ccccc1Sc1ccccc1C(=O)OCC(N)=O
 : -8.5%, -9.1%, 0.0%, -9.5, 8.8%, -28.6%, -3.7%, -14.1%, ?
- CCOC(=O)N1CCN(c2ncnc3c2cnn3-c2ccc(OC)cc2)CC1
 : -7.4%, ?, 1.0%, 0.2, ?, -2.1%, 9.5%, -15.3%, 1.8%
- CCC1CCc2[nH]nc(C(=O)O)c2C1 (centres undefined)
 : -4.2%, -7.0%, -13.9%, -0.6, 6.5%, 2.1%, -1.0%, -3.4%, ·
- CCCCSc1nnc(-c2ccc(OC)cc2)n1C
 : 15.5%, -3.5%, -23.9%, -0.9, 12.2%, 1.3%, -20.5%, -11.5%, -2.9%
- CC(=O)c1ccc(NC(=O)NC2CC(=O)N(c3ccc4c(c3)OCCO4)C2)cc1 (centres undefined)
 : 8.1%, ·, -20.2%, -8.6, ·, -9.7%, 5.2%, 4.4%, 3.0%
- NC(=O)c1ccc(/C=N/O)[n+](Cc2ccccc2)c1
 : 16.5%, -0.9%, ?, 0.1, -2.3%, -6.3%, -0.6%, -19.8%, 12.1%
- Cc1cc(/C=C(\C#N)C(=O)NCc2cccs2)c(C)n1-c1ccccc1F
 : -3.0%, -14.6%, -29.5%[57.4 µM], 1.0, 6.4%, -14.8%[11.4 µM], -10.0%, -16.8%, 1.0%
- Cc1ccc(C2(C)NC(=O)N(CC(=O)Nc3nc(-c4ccccn4)cs3)C2=O)cc1 (centres undefined)
 : 31.4%, ·, ?, 7.2, ·, ?, -18.3%, -5.4%, 0.3%
- COc1ccc(N2CCN(CCCNC(=O)Nc3ccccc3)CC2)cc1
 : 6.9%, 4.4%&-2.7%, -1.8%&0.0%, 8.7&1.8, -22.5%&7.0%, -5.0%&-34.3%, -20.4%&-5.3%, -12.7%&-10.6%, -3.2%&-0.4%
- O=C(CNC(=O)C1CCCCC1)Nc1ccc(Cl)cc1
 : 3.8%, 1.1%, 0.0%, -6.6, -24.4%, -24.0%, -11.8%, -4.6%, -3.2%
- CC(=O)N1N=C(c2cccc(Cl)c2)OC1c1cccc([N+](=O)[O-])c1 (centres undefined)
 : 7.3%, -11.3%, -4.8%, -5.0, 23.5%, -20.5%, -8.4%, -13.6%, -13.0%
- O=C(N/N=C/C=C\c1cccc([N+](=O)[O-])c1)c1ccccn1
 : 18.0%, 0.8%, -4.9%, -5.3, ?, -8.3%, 4.1%[60.1 µM], -13.0%, -2.7%
- CCOC(=O)C1=C(CC)OC(N)=C(C#N)C1c1ccc(NC(C)=O)cc1 (centres undefined)
 : -3.0%, -0.6%, -23.0%, 4.6, 19.6%, 28.2%, -1.4%, -21.8%, 0.4%
- Cc1ccc2ncc(C(=O)NC(C)c3ccccc3)c(=O)n2c1 (centres undefined)
 : ·, -6.5%, -6.7%, -6.7, 31.3%, 12.5%, 2.2%, -7.5%, -2.5%
- Cc1ccc(NC(=S)NCCCN2CCOCC2)cc1
 : 5.9%, -5.7%, 11.1%, -5.8, 0.5%, 8.0%, -17.3%, -14.3%, 1.1%
- CCCNC(=O)Cn1ncc2c3ccccc3n(CCC)c2c1=O
 : ·, 1.2%, -12.8%, 2.4, 4.5%, -31.1%, -2.2%, -3.1%, 1.5%
- O=C(NCCCN1CCN(c2ccccc2)CC1)c1nnc(Cc2c(F)cccc2Cl)o1
 : ·, -2.7%, -1.9%, -7.7, 15.0%, -7.1%, 12.1%, -17.6%, 1.5%
- COc1ccc([C@H]2CC(=O)C=C(c3ccc(F)cc3OCc3ccccc3)C2)cc1OC
 : -12.0%, ·, -9.7%, -9.8, ·, 15.1%, -7.2%, -19.5%, -3.6%
- CC(=O)CC(C)=NCCN=C(C)CC(C)=O
 : 8.2%, -6.9%, 0.3%, 3.1, 45.6%, -4.7%, -12.1%, -19.4%, -1.7%
- CCCC(=O)Nc1ccc2oc(-c3ccncc3)nc2c1
 : 0.5%, 6.6%, -17.1%, -14.5, 10.5%, 2.1%, -3.6%, 5.0%, -4.1%
- O=C(O)/C=C/C(=O)NNC(=O)c1ccc(Cl)cc1Cl
 : 10.7%, -8.6%, 13.4%, -10.9, 1.4%, ?, -2.1%, 11.7%, -17.0%
- COCCNC(=O)C(=O)Nc1ccc(Cl)cc1C
 : -1.2%, -7.1%, -16.9%, -3.4, 1.3%, -21.6%, 7.2%, -15.2%, 1.6%
- COc1ccc(OCC(=O)N2CCOCC2)cc1
 : -1.5%, -0.8%, 5.3%, -14.9, ?, 4.4%, -3.1%, -4.0%, -7.6%
